Screening data as filed in PubChem BioAssay.
TRb-SRC2 inh: qHTS for Inhibitors of the Interaction of Thyroid Hormone Receptor and Steroid Receptor Coregulator 2; TRbeta-SRC2 peptide binding, fluorescence polarization; receptor liganded with 1 µM T3; Thyroid hormone receptor beta (Homo sapiens), P10828; AID 1469, 2008; Potency, µM (highest dose often 106 µM), inactives show top-dose activity change, negative = inhibition, hits mostly inhibitors; 0.065% of 280,000 active;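 note: plate controls were bound peptide for no effect and peptide without receptor for full effect; nearly all actives have a fitted effect of over 50% in size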
Target sequence (P10828 whole entry, looked up): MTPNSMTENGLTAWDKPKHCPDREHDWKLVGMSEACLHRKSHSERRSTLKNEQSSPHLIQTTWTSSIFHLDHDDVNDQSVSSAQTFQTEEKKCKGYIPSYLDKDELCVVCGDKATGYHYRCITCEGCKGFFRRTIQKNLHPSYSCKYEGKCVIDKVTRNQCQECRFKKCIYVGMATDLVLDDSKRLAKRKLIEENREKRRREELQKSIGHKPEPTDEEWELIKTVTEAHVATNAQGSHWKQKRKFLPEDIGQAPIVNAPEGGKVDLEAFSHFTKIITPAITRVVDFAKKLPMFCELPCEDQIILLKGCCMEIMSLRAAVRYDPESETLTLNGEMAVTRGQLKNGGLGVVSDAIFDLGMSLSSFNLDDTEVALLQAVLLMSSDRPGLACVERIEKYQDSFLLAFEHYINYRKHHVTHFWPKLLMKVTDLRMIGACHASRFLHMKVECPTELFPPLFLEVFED
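Fluorescence polarization of 20 nM Texas Red SRC2 peptide (20-aa NR interaction domain) bound to 0.6 uM human TRb ligand-binding domain, with 1 uM T3, after 5 hr at ambient temperature; inhibition seen as decreased polarization.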
RECQ1 inh: qHTS Assay for Inhibitors of RecQ-Like Dna Helicase 1 (RECQ1); RECQ1 DNA unwinding, red fluorescence kinetic read; Potency, µM (top dose mostly 57.3 µM), inactives show at the top dose activity, negative = inhibition, hits mostly inhibitors; 0.54% of 240,000 active; AID 2549, 2010;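 note: plate controls were vehicle for no effect and no enzyme for full effect; nearly all actives have a fitted effect of over 30% in size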
Target sequence (P46063 whole entry, looked up): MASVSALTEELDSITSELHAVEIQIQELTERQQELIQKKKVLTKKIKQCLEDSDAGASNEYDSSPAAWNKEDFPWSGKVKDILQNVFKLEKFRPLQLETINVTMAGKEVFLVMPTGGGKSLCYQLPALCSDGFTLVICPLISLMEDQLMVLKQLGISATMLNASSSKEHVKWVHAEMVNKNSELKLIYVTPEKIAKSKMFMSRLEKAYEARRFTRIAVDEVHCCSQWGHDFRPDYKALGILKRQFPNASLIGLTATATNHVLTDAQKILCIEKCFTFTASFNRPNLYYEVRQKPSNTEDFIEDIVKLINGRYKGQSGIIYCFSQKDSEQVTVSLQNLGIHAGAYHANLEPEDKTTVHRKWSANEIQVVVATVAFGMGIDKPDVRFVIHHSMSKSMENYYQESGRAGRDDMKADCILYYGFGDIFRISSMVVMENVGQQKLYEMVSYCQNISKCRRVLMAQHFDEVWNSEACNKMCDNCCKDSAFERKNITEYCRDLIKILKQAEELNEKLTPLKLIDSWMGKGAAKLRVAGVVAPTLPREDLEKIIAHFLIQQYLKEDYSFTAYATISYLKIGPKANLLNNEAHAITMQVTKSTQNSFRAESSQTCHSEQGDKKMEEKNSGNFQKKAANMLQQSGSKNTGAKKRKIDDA
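50 nM RECQ1T1 preincubated 15 min with compound in Tris pH 8.0 buffer with MgCl2, DTT, Tween-20 and 2.5 ug/ml poly(dI-dC); started with 200 nM TAMRA/BHQ-2 forked duplex and 2 mM ATP. Unwinding read as fluorescence (525/598 nm), two reads 2 h apart.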
Tau fibril FP: qHTS for Inhibitors of Tau Fibril Formation, Fluorescence Polarization. 0.39% of 280,000 active. Microtubule-associated protein tau (Homo sapiens), P10636. K18 P301L tau heparin fibrillization, Alexa594 FP, 6 h. Potency, µM (titrated, usually from 57.7 µM), inactives show at the highest dose activity, negative = inhibition, most hits filed as inhibitors. AID 1468, 2008; note: % is set by controls: 0 for no effect and ±100 for the full control effect; nearly all actives have a fitted effect of over 55% in size
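Recombinant K18 P301L […], labeled with Alexa 594 at 0.24 uM over 15 uM unlabeled; heparin inducer 20 uM final; 37 C, 6 hr; FP endpoint.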
Tau fluor counter: Counterscreen qHTS for Inhibitors of Tau Fibril Formation, Fluorescence Polarization; tau K18 P301L Alexa594 fluorescence, heparin fibrillization; Potency, µM (top dose mostly 57.7 µM), without a hit: at the highest dose activity change, negative = decrease; 0.93% of 280,000 active; AID 1463, 2008; note: % is set by controls: 0 for no effect and ±100 for the full control effect; nearly all actives have a fitted effect of over 55% in size
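Human tau K18 P301L (15 uM unlabeled, 0.24 uM Alexa 594-labeled) in 100 mM sodium acetate pH 7 with 20 uM heparin, 6 hr at 37 C. ThT 30 uM added, 1 hr ambient; Alexa 594 FP and total fluorescence read at 555/632 nm.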
L3MBTL1 block: qHTS Assay for the Inhibitors of L3MBTL1. AlphaScreen L3MBTL1–H3K9me1 peptide binding. Potency, µM (doses to about 57.1 µM), for inactives: at the highest dose activity, negative = inhibition, actives largely listed as inhibitors. AID 485360, 2010. 0.66% of 230,000 active. Lethal(3)malignant brain tumor-like protein 1 (Homo sapiens), Q9Y468; note: % is set by controls: 0 for no effect and ±100 for the full control effect; nearly all actives have a fitted effect of over 60% in size
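Read-out is AlphaScreen signal from streptavidin donor and nickel chelate acceptor beads (10 ug/mL final each) bridging L3MBTL1 (50 nM) and biotinylated K9-monomethylated H3(1-15) peptide (75 nM), after 30 min compound exposure at room temperature.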
Tau fibril ThT: qHTS for Inhibitors of Tau Fibril Formation, Thioflavin T Binding; recombinant tau K18 P301L, heparin-induced fibrillization, ThT fluorescence; Potency, µM (highest dose often 57.4 µM), for the others: top-dose activity, negative = inhibition, most hits filed as inhibitors; 2.1% of 270,000 active; note: % is set by controls: 0 for no effect and ±100 for the full control effect; nearly all actives have a fitted effect of over 55% in size
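ThT emission at 510 nm, taken 1 hr after adding 30 uM dye, quantifies aggregates formed when 20 uM heparin acts on human tau K18 P301L for 6 hr at 37 C.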
TexasRed fluor: Total Fluorescence Counterscreen for Inhibitors of the Interaction of Thyroid Hormone Receptor and Steroid Receptor Coregulator 2 | Potency, µM (titrated, usually from 106 µM), for the others: at the top dose fluorescence change, negative = quenching | AID 1479, 2009 | 0.29% of 280,000 active | TRb/SRC2 Texas Red total fluorescence interference; active = well fitted curve in either direction with a large enough effect; inconclusive = small, poorly fitted or top-dose-only effect; note: % is set by controls: 0 for no effect and ±100 for the full control effect
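Human TRb ligand-binding domain at 0.6 uM with 20 nM Texas Red SRC2 peptide in Tris buffer containing 1 uM T3 and 5% DMSO, incubated with compound 5 h at ambient temperature. Total fluorescence (555/632 nm) calculated as parallel + 2 × perpendicular.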
HTT ATP protect: qHTS Multiplex Assay to Identify Dual Action Probes in a Cell Model of Huntington: Cytoprotection (ATP). PC12 HTT-Q103 induced, cytoprotection, ATP luminescence, 40 h. Potency, µM (titrated, usually from 56.4 µM), without a hit: cytoprotection (ATP increase), hits mostly activators. 0.14% of 230,000 active. AID 1471, 2008;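 note: % of control where 0% means no effect; nearly all actives have a fitted effect of over 45% in size; toxic huntingtin expression switched on by the ecdysone agonist tebufenozide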
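Quantitative HTS on tebufenozide-induced (100 nM) PC12 cells expressing HTTQ103 exon 1–GFP; compounds tested as a concentration series; survival measured via cellular ATP.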
* marks the source's active call; other numbers are inactive results; i = inactive; ? = inconclusive; . = no result given; [ ] = another dose, or the depositor's remark. Unless noted, calls come from the whole dose curve; as a rule, active = well fitted curve in the direction sought with a large enough effect; inconclusive = small, poorly fitted or top-dose-only effect, or another doubt; inactive = no such curve, though single readings can be large; an effect the other way counts as inactive or inconclusive. Potency is the fitted concentration of half-maximal effect. A portion of the library; count on the stated rates, not on these rows.

SMILES	TRb-SRC2 inh	RECQ1 inh	Tau fibril FP	Tau fluor counter	L3MBTL1 block	Tau fibril ThT	TexasRed fluor	HTT ATP protect
N#Cc1nc(-c2ccc(F)cc2)oc1NCCCn1ccnc1	0%	-4%	6%	-5%	.	-4%	-5%	-26%
Cc1cc([N+](=O)[O-])c2c(c1C)C1C=CCC1C(c1ccccn1)N2 (configuration not stated)	-4%	?	?	?	?	16µM*	-5%	-36%[inhibitor]
Cc1ccc(Cl)cc1-n1ncc2c(N3CCC(C(N)=O)CC3)ncnc21	9%	.	-6%	-2%	.	0%	-3%	.
C=Cn1c(C(=O)O)cc(CC)c1-c1ccccc1	5%	-15%	2%	8%	-7%	-1%	1%	16%[10 µM]
CCn1ccnc1CNC(=O)CC1C(=O)NCCN1CC(c1ccccc1)c1ccccc1 (configuration not stated)	-2%	i	-11%	-6%	2%	-9%	-3%	-33%
CCn1c(SCC(=O)N2CCN(c3ccccc3)CC2)nnc1-c1c[nH]c2ccccc12	-8%	-5%	-8%	-14%	-6%	?	-1%	2%[10 µM]
CC(c1nnc(SCC(=O)Nc2cccnc2Cl)n1Cc1ccccc1)N(C)C (configuration not stated)	4%	i	-2%	-2%	7%	-2%	1%	-6%[10 µM]
CCOC(=O)N1CCN(C(=O)CN(c2ccc(OCC)cc2)S(C)(=O)=O)CC1	6%	5%	6%	-5%	.	-4%	-2%	6%
CC(CO)(CO)NCc1ccc(-c2ccccc2)cc1	-15%	5%	0%	1%	9%	6%	3%	21%[10 µM]
COc1ccc(O[C@H]2C=C[C@@H](c3ccccc3)O[C@H]2COC(=O)CC/C(C)=N\O[C@@H](C)c2cc(-c3c(C)cc(C)cc3C)no2)cc1	-1%[11.2 µM]	-6%[11.5 µM]	-1%[11.6 µM]	-6%[11.6 µM]	.	-8%[11.5 µM]	-2%[11.2 µM]	?
Cn1cnnc1SCCNS(=O)(=O)c1ccccc1	-18%	i	4%	-2%	.	-5%	-1%	1%
CCCN1C(=O)c2[nH]nc(-c3ccc(OC)cc3)c2C1c1ccccn1 (configuration not stated)	0%	.	3%	-2%	.	2%	1%	.
CC(C)C[C@@H]1NC(=O)[C@H](Cc2ccc(O)cc2)NC(=O)c2cc([N+](=O)[O-])cc(I)c2NCCC[C@@H](C(N)=O)NC1=O	-2%	-1%	5%	?	6%	?	0%	.
O=C1CC2C(=O)NCCN2C(=NC(=O)c2ccccc2)N1 (configuration not stated)	2%	-12%	-5%	-8%	11%	-5%	-2%	-9%[10 µM]
CCN(C(=O)c1nn(-c2ccc(OC)c(Cl)c2)c(=O)c2c1c1ccccc1n2C)c1cccc(C(F)(F)F)c1	-4%	.	?	-14%	.	1%	-1%	.
O=C(NCc1cccnc1)c1ccccc1CCc1ccccc1	2%	6%	-10%	-5%	-2%	-5%	1%	-60%[inhibitor]
CC(NC(=O)Cn1nc(-c2ccccc2)ccc1=O)c1ccccc1 (configuration not stated)	6%	-19%	0%	-8%	.	.	-2%	14%[10 µM]
CC1CCN(S(=O)(=O)c2ccc3c(c2)N(CC(=O)NCCc2ccc(Cl)cc2)C(=O)CO3)CC1	0%	.	1%	-25%	.	-9%	1%	.
Cc1cc(NC(=O)CO/N=C/c2ccc3c(c2)OCO3)ccc1Br	2%	i	-5%	-7%	5%	-10%	-1%	8%[10 µM]
COCc1c(C#N)c(NCc2cc(OC)c(OC)c(OC)c2)nc(C)c1[N+](=O)[O-]	-2%	-20%	6%	-13%	-15%	-5%	-1%	-11%[10 µM]
COc1ccc(N2CC3=C(C2=O)C(c2ccc(O)c(OC)c2)NC(=O)N3C)cc1 (configuration not stated)	-4%	.	-9%	-11%	.	-7%	-2%	.
O=C(c1ccc2c(c1)OCCO2)C1CCN(S(=O)(=O)c2cccc(F)c2)CC1	7%	-3%	-13%	-27%	0%	-7%	2%	-16%
CCOC(=O)N1CCN(C(=O)CCCn2c(=O)[nH]c3ccccc3c2=O)CC1	-8%	i	7%	-4%	4%	?	-2%	19%
COc1ccc(NC(=O)c2ccc(NC(=O)CN(C)CC(=O)Nc3c(C)cccc3C)cc2)cc1	1%	i	-2%	?	7%	?	3%	12%[10 µM]
CCOc1ccc(NC(=O)Cn2cc(C(=O)c3ccc(F)cc3)c(=O)c3cc4c(cc32)OCO4)cc1	4%	.	12%	-18%	.	-8%	0%	.
CCOc1ncccc1C(=O)OCC(=O)c1ccc(F)cc1	-2%	-7%	1%	-5%	18%	-10%	2%	-32%[inhibitor]
CCOC(=O)N/C(N)=N/c1nc2ccccc2s1	-7%	-8%	-2%	-19%	.	-22%	-1%	-8%[10 µM]
CC(=O)Nc1ccc(-c2ccccc2)s1	5%	-5%	9%	3%	7%	-4%	2%	-10%
CCCOc1ccc(N2C(=O)CC(N3CCOCC3)C2=O)cc1 (configuration not stated)	-1%	i	-7%	-12%	.	-14%	-5%	-14%
COC(=O)CC1C(=O)NC2CCCCC2N1C(=O)c1ccccc1 (configuration not stated)	4%	-2%	-5%	2%	.	-2%	3%	-13%
Cc1cc(C)c(NC(=S)N(CCCN2CCOCC2)Cc2cccnc2)c(C)c1	-1%	8%	-5%	-12%	.	-10%	-2%	-23%
CCn1c(=O)cc(SCC(=O)NCc2ccc(C)o2)c2ccccc21	-8%	-4%	10%	-2%	.	-9%	2%	-51%[inhibitor]
COc1cccc2c(=O)c(C(=O)NCc3cccs3)c[nH]c12	2%	-4%	5%	-26%	-16%	-14%	1%	-47%[inhibitor]
CCNCc1cc(Br)c(OCC(=O)Nc2ccccc2)c(OC)c1	-8%	-4%	-2%	-5%	1%	-7%	3%	-6%[1.9 µM]
CC(=O)N1CCN(CC(=O)Nc2ccc(SC(F)F)cc2)CC1	-6%	-12%	1%	-6%	11%	-9%	-1%	5.6µM*
CCCC(=O)Nc1ccccc1NC(=O)CN(C)S(=O)(=O)c1ccccc1	-6%	-9%	6%	7%	-11%	5%	-1%	-10%[0.074 µM]
Cc1ccc(-c2csc3nc(C)n(-n4cccc4)c(=O)c23)o1	15%	i	-6%	-3%	1%	-4%	-3%	-3%
O=C(/C=C/c1ccc(Cl)cc1Cl)c1cccnc1	-2%	-6%	-5%	-6%	-3%	-13%	1%	-24%
COC(=O)c1c(NC(=O)CCc2ccc(C)o2)sc(C)c1C	-7%	-5%	9%	-8%	.	-16%	1%	?
Cc1ccc(C)c(CN2CCC(CNC(=O)Nc3ccc(Br)cc3F)CC2)c1	9%	.	?	-27%	.	0%	-2%	.
O=C(c1cccc(F)c1)N1CCCC(C(=O)N2CCN(c3ccccc3)CC2)C1 (configuration not stated)	0%	-7%	-2%	-5%	4%	-7%	-2%	0%[10 µM]
CCOc1ccc(NC(=O)CN2CCN(CC(=O)c3ccc(OCC)cc3)CC2)cc1	-2%	-7%	5%	22%	1%[11.4 µM]	-12%	-2%	-13%
O=C(Cn1[nH]c(=O)c2ccccc2c1=O)Nc1ccc(-c2nnc3n2CCCCC3)cc1	-5%	0%	-6%	-7%	.	?	-5%	7%
O=S(=O)(c1cccc(NC(=S)NCc2ccco2)c1)N1CCOCC1	2%	-7%	-10%	-2%	2%	6%	-1%	2%[10 µM]
O=c1n(-c2ccccc2)c(=O)n2n1CCC2	8%	i	3%	-1%	2%	-5%	1%	0%
Cn1c(C2=C(O)CN(Cc3ccccc3)C2=N)nc2ccccc21	-6%	-9%	2%	-3%	-2%	-5%	0%	-12%[10 µM]
Cc1ccc(NC(=O)Nc2nnc(-c3ccccc3)o2)cc1	4%	i	-1%	-4%	-3%	-2%	-5%	-4%[10 µM]
COc1cccc(NC(=S)Nc2ccc(Br)cc2Cl)c1	4%	-4%	-13%	?	0%	-15%	1%	-23%[10 µM]
CC(C)(CO)NC(=O)C12CC3CC(CC(Br)(C3)C1)C2	-1%	-9%	2%	-8%	4%	-8%	-1%	3%[10 µM]
CCOC(=O)C1(CC2CCCCO2)CCN(S(=O)(=O)c2cccc(F)c2)CC1 (configuration not stated)	0%	i	5%	-17%	0%	-7%	-1%	-14%[10 µM]
Cc1ccc2c(c1)cc(CN(Cc1ccc3c(c1)OCO3)S(=O)(=O)c1ccccc1)c1nnnn12	-8%	17%	-5%	-7%	-3%	7%	1%	-13%
CC1CN(c2ccc(Oc3ccccc3)cc2)c2nc3c(c(=O)n(CC(N)=O)c(=O)n3C)n2C1 (configuration not stated)	7%	i	-3%	1%	.	10%	-2%	-21%[10 µM]
COc1ccc(S(=O)(=O)N(CC(=O)Nc2ccc(Br)cc2)Cc2ccccc2)cc1	8%	.	-10%	-26%	.	3%	-3%	.
COc1ccc([N+](=O)[O-])cc1NC(=O)CCNC(=O)Cn1ccc2ccccc2c1=O	2%	-4%	-12%	6%	21%	7%	-3%	-10%[10 µM]
O=C(CCn1nc(-c2ccc(Cl)cc2)ccc1=O)NCc1ccccn1	-15%	-8%	-9%	-12%	-2%	-13%	2%	-12%
Nc1nnc(-c2ccc(Cl)cc2Cl)s1	5%[53 µM]	i	3%	-2%	1%	-6%	-1%[53 µM]	15%[10 µM]

Reprinted at random: 2 compounds from above, in no set order.
SMILES	TRb-SRC2 inh	RECQ1 inh	Tau fibril FP	Tau fluor counter	L3MBTL1 block	Tau fibril ThT	TexasRed fluor	HTT ATP protect
Cc1ccc(-c2csc3nc(C)n(-n4cccc4)c(=O)c23)o1	15%	i	-6%	-3%	1%	-4%	-3%	-3%
Nc1nnc(-c2ccc(Cl)cc2Cl)s1	5%[53 µM]	i	3%	-2%	1%	-6%	-1%[53 µM]	15%[10 µM]
